Wnt act – Wnt/beta-catenin pathway activators, primary screen, cell-based, plate reader, single point; Wnt/beta-catenin reporter cell assay, activator; activation, % at 9.35 µM; hit rate 1.2% among 300,000; in the data active = activation above about 30%, passing the limit was not always enough; inconclusive = no clear call, values can overlap the other calls;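 also: 0% = neutral control wells and 100% = positive control wells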
phage Ecoli inh – growth loss of phage-infected E. coli, primary screen, RecBCD inhibitor project, absorbance, with phage, HTS; hit rate 0.26% among 360,000; AID 651602, 2012; inhibition, % at 11.9 µM; in the data active = inhibition above about 11%
* = called active by the depositor; ? = inconclusive. This is a subset; the hit share may differ from the screen's.

Every second line gives: Wnt act, phage Ecoli inh
- O=C(C(=O)N1CCC(CNS(=O)(=O)c2ccc(C(F)(F)F)cc2)CC1)c1cccs1
→ -4.8, 2.1
- COCCNc1ncnc2c1ncn2[C@H]1CN(Cc2cc(OC)c(OC)c(OC)c2)C[C@@H](CO)O1
→ 3.4, 1.0
- Cn1c2c(c(=O)n(C)c1=O)CS(=O)c1ccccc1N2 (stereo not drawn)
→ -1.6, -1.4
- CCCCN(C=O)c1c(CC)nc2c(OCCOc3ccccc3)cccn12
→ -2.0, 2.0
- COc1ccc([C@H]2C[C@@H](n3cc(C4CC4)nn3)[C@H](O)CN2C(=O)C2CCCCC2)cc1
→ -1.7, 1.3
- O=[N+]([O-])c1ccc(NN=CC2CCCCCC2)c([N+](=O)[O-])c1
→ -2.0, 2.4
- COc1ccc2c(c1OC)C(CC(C)=O)N1CCc3cc4c(cc3C1C2=O)OCO4 (stereo not drawn)
→ 1.8, 0.1
- CC(C)(C)c1ccc(C(=O)N2CCC2(C)C(=O)NS(=O)(=O)c2ccc(C#N)cc2)cc1 (stereo not drawn)
→ -1.4, 2.3
- CO[C@@H]1CN(C)C(=O)c2cc(NC(=O)NC3CCCCC3)ccc2OC[C@@H](C)N(CCc2ccccc2)C[C@H]1C
→ -5.3, 1.6
- Cc1c(P(=S)(c2ccccc2)c2ccccc2)[n+]2ccccc2n1C/C=C/c1ccccc1
→ -7.4, 0.8
- CCC(C(=O)N1CCN(Cc2ccc3c(c2)OCO3)CC1)n1nnc2ccccc2c1=O (stereo not drawn)
→ -3.8, 3.3
- C=C1C(=O)[C@]23C[C@H]1CCC2[C@]1(C)CCC[C@@](C)(C(=O)O)C1C[C@@H]3O (stereo partly drawn)
→ -13.0, 3.4
- COc1ccc(-c2nc3c(C)cc(Br)cn3c2Cc2cccc(Cl)c2)cc1OC
→ -0.9, 1.4
- S=C1NCN(CC2CC2)CN1
→ 0.8, 3.6
- COc1ccc(NC(=O)C(c2ccccc2F)n2c(=O)c(-c3cc4ccccc4[nH]3)nc3ccccc32)cc1 (stereo not drawn)
→ -1.9, 2.4
- CN(C)C(=O)c1cccc(-c2cnc3sc(NCc4ccc5c(c4)OCO5)nn23)c1
→ -6.4, 2.2
- CC(C)n1c(=O)nc(-c2ccccc2)c2cc3c(cc21)OCO3
→ -2.4, 2.9
- Cc1ccc2cccc([N+](=O)[O-])c2n1
→ -3.6, 0.6
- C#CCN(CC(=O)OCC)S(=O)(=O)CCNC1CC1
→ -0.7, 1.9
- CCCN1CCCCC(NC(=O)c2ccc(C)cc2C)C1=O (stereo not drawn)
→ -2.3, 3.0
- Cc1cn([C@H]2C[C@H](O)[C@@H](CNCc3ccccc3)O2)c(=O)[nH]c1=O
→ -2.0, 2.4
- COc1ccc(C(C)=O)cc1Cn1c(C)c(C(=O)NCC(C)C)sc1=O
→ -3.7, 3.9
- O=c1[nH]c2cc(Cl)cc([N+](=O)[O-])c2c2ccc(Cl)cc12
→ -5.6, 1.2
- CCOC(=O)C1=CCC(c2ccc(N(CC)CC)cc2)N(S(=O)(=O)c2ccc(C)cc2)C1c1ccc([N+](=O)[O-])cc1 (stereo not drawn)
→ -5.5, 2.1
- Cc1cccnc1C(NC(=O)C1CCN(Cc2ccc(Cl)cc2)CC1)c1ccc(F)cc1 (stereo not drawn)
→ -3.1, 2.3
- O=C(CN(CCO)Cc1ccccc1)N1CCN(S(=O)(=O)c2ccccc2)CC1
→ -0.4, 1.1
- COCCNC(=O)C1(C)CCCN(C(=O)c2ccc(F)c(Cl)c2)C1 (stereo not drawn)
→ -0.4, 2.8
- CC(=O)Nc1ccc(C(=O)N2c3ccccc3N=C(c3ccc4c(c3)OCO4)C2C(=O)NCc2ccccc2)cc1 (stereo not drawn)
→ 11.2, 4.0
- C[C@@H]1CN([C@H](C)CO)C(=O)CCCn2cc(nn2)CO[C@H]1CN(C)S(=O)(=O)c1ccc2c(c1)OCCCO2
→ -1.9, 2.6
- COc1ccc(NC(=O)C(c2ccccc2F)n2c(=O)c(-c3ccco3)nc3ccccc32)cc1 (stereo not drawn)
→ -2.5, 2.5

Next section
Every second line gives: Wnt act, phage Ecoli inh
- CN(C)C(=O)N1CCc2ccc([N+](=O)[O-])cc21
→ -2.4, 6.0
- CN(C)c1ccc(-c2ccnc3c2CC(C)(C(=O)Nc2ccc(F)c(Cl)c2)O3)cc1 (stereo not drawn)
→ -5.1, 1.8
- CCOC(=O)Cc1ccc(Nc2nc3cc(-c4sccc4C)sc3c(=O)n2C)cc1
→ -1.2, 1.9
- COC(=O)[C@]12CCCCC=C1N(Cc1ccc(Cl)cc1Cl)C(=O)[C@H](CC(=O)N1CCN(C(=O)c3ccco3)CC1)C2
→ 1.5, -1.2
- CC1(C(=O)NS(=O)(=O)c2cccc(OC(F)F)c2)CCN1C(=O)c1ccccc1CCc1ccccc1 (stereo not drawn)
→ -0.3, 2.0
- O=S(=O)(N1CCCCC1)n1nnc2cc3ccccc3cc21
→ 0.8, 3.8
- CCOC(=O)C1=C(Nc2ccccc2)CSC1
→ -2.1, 1.1
- Cc1ccc(S(=O)(=O)N2CCCOC2CNC(=O)C(=O)NCCc2ccco2)cc1 (stereo not drawn)
→ -0.1, 1.5
- COc1ccc(-c2ccc(C(=O)NC3CCCCC3)c3occc23)c(C)c1
→ 0.7, 1.6
- CCOc1ccc(CCN2C(=O)C(=O)N([C@@H](CC(C)C)CN3CCC[C@H]3CN3C(=O)C(=O)NC[C@@H]3Cc3ccccc3)C[C@@H]2CC(C)C)cc1
→ -3.1, 2.6
- COC(=O)c1ccc2nc(C3CCCCC3)c(Cc3cccc(F)c3)n2c1
→ -0.1, -0.3
- O=C(NCc1ccccc1)c1ccc(CS(=O)Cc2cccc(Cl)c2)o1 (stereo not drawn)
→ -2.8, 5.5
- C#CCN1CC(COCCCC)Oc2cccc(Oc3ccc(C(C)(C)C)c(C)c3)c2S1(=O)=O (stereo not drawn)
→ -9.8, 3.0
- O=C(NC(c1ccc(Cl)cc1)c1cccnc1)C1CCN(CCOc2ccc(Cl)cc2Cl)CC1 (stereo not drawn)
→ -4.1, -0.3
- CCCCn1nnnc1C(c1ccccc1)N1CCN(c2ncccn2)CC1 (stereo not drawn)
→ -0.9, 1.7
- CCCCCC(=O)N1C[C@H](n2cc(-c3ccc(F)cc3)nn2)[C@@H](O)C[C@@H]1c1ccc(OC)cc1
→ -0.6, 0.1
- C[C@@H]1CN([C@@H](C)CO)S(=O)(=O)c2ccc(Br)cc2O[C@H]1CN(C)C(=O)Nc1ccc(C(F)(F)F)cc1
→ -0.6, 0.5
- CCNC(=O)C1CCCN(C(=O)c2ccc3ccccc3c2)CC1 (stereo not drawn)
→ -0.2, 0.7
- COc1ccc(NC(=O)C2CC(=O)N(c3ccc(C)cc3)C2)cc1S(=O)(=O)N1CCCCC1 (stereo not drawn)
→ -3.7, -0.3
- CCc1nnc(NS(=O)(=O)c2ccc(NC(=O)c3ccc([N+](=O)[O-])s3)cc2)s1
→ -1.5, 2.5
- Cc1csc(N=Cc2ccc([N+](=O)[O-])o2)n1
→ 2.3, 12.3*
- C[C@H](CO)N1C[C@H](C)[C@@H](CN(C)C(=O)Nc2ccc(C(F)(F)F)cc2)OCc2cn(nn2)CCCC1=O
→ -1.3, 0.2
- CC1=C(C(=O)N(C(C)C)C(C)C)CC(CC(=O)NC2CCCCC2)C(=O)N1Cc1ccc(F)cc1 (stereo not drawn)
→ -1.3, 2.7
- Cc1ccc(CN2CCC(C(=O)c3ccc(F)cc3)CC2)cc1
→ -3.6, 1.4
- O=C(NCCOc1ccccc1)C1C(=O)Nc2ccccc2C(=O)N1C1CCCCC1 (stereo not drawn)
→ -0.6, 1.7
- COC(=O)c1cccc2c1C(=O)c1cc([N+](=O)[O-])ccc1-2
→ 5.7, 2.8
- COC(=O)C1=C(C)N(C)C(=NCC2CC2)NC1c1ccc(F)cc1 (stereo not drawn)
→ -2.4, 5.5
- CC1C(=O)N(Cc2cn(CCC3OCCO3)nn2)CCS(=O)(=O)N1Cc1ccc(-c2cccc(N(C)C)c2)cc1 (stereo not drawn)
→ -6.2, 2.5
- O=C(CS(=O)(=O)c1ccc(Cl)cc1)N1CCN(c2ccccc2)CC1
→ -1.5, 4.0
- CN1C(=O)[C@@](O)(CC(=O)c2ccccc2)c2cc(Br)ccc21
→ -0.8, 3.7

(further entries)
Every second line gives: Wnt act, phage Ecoli inh
- ON=Cc1ccnc2ccccc12
→ 1.3, -1.3
- C[C@@H]1CN([C@H](C)CO)C(=O)CCCn2nncc2CO[C@H]1CN(C)S(C)(=O)=O
→ -1.1, -1.7
- CCCS(=O)(=O)NC(=O)C1(C)CCN(C(=O)Cc2ccc3ccccc3c2)C1 (stereo not drawn)
→ -1.7, 3.3
- COc1cc(CNc2ncnc3c2ncn3[C@H]2CN(Cc3cc(OC)c(OC)c(OC)c3)C[C@@H](CO)O2)cc(OC)c1OC
→ -4.9, 1.2
- Cc1noc(C)c1-c1ccc(C(=O)NCc2ccc(Cl)cc2)c2occc12
→ -3.2, 3.9
- CC1(C(=O)NS(=O)(=O)Cc2ccccc2C(F)(F)F)CCN1C(=O)c1ccccc1 (stereo not drawn)
→ -0.8, 1.4
- CC(=O)Nc1cccc(-c2ccnc3c2CC(C)(C(=O)NCc2ccccc2)O3)c1 (stereo not drawn)
→ -3.0, 0.9
- CC1C(=O)N(Cc2cn(CC3CCCCC3)nn2)CCS(=O)(=O)N1Cc1ccc(-c2ccccc2)cc1 (stereo not drawn)
→ -0.5, 0.4
- CCc1cc2c(nc1CC)CCCN2S(=O)(=O)c1c(C)noc1C
→ 2.6, 3.3
- O=C(COC(=O)Cc1ccc(Cl)cc1Cl)NCc1ccccc1
→ -0.5, 1.6
- CC(C)[C@@H](C(=O)N[C@@H](CCc1ccc(O)cc1)C(=O)O)N(C)C(=O)[C@H](CO)NC(=O)[C@@H](O)[C@H](N)CCCCCCCCl
→ -1.5, 2.0
- OC[C@@H]1CN(Cc2ccc(Cl)cc2)C[C@H](n2cnc3c(NCc4ccncc4)ncnc32)O1
→ -7.0, 2.6
- Nc1c(-c2ccc(F)cc2)nc2ncccn12
→ -1.8, 2.0
- Cc1ccc(NS(=O)(=O)c2ccc(-n3cccn3)cc2)cc1Cl
→ -1.1, 1.6
- COC(=O)[C@]12C[C@H](CC(=O)NCCCN3CCCC3=O)C(=O)N(CCC3=CCCCC3)C1=C[C@H](C(C)(C)C)O[C@@H]2C
→ -6.6, 2.2
- COc1ccc(NC(=O)C[C@H]2C(=O)N(CCc3ccccc3)C[C@@H]2C)cc1
→ -1.3, 1.3
- CCN(CC)c1ncnc2c1ncn2[C@H]1CN(Cc2ccccc2)C[C@@H](CO)O1
→ -1.1, -0.1
- Cn1c(Nc2ccc(F)cc2)nc2cc(-c3ccsc3)sc2c1=O
→ -0.4, 2.0
- C[C@@H]1ON(C)[C@H]2C[C@H]3c4cc(Br)ccc4CCN3C[C@@H]12
→ -3.6, 2.4
- Cc1onc(-c2ccccc2)c1C(=O)NCC1CCN(C(=O)C(=O)c2cccs2)CC1
→ -1.2, 1.3
- CCN(CC)C(=O)c1cccc(-c2csc(C(C)(O)c3cccc(F)c3)n2)c1 (stereo not drawn)
→ -1.4, 3.2
- COc1cccc(Cn2c3ccc(NC(=O)CCc4ccc(F)cc4)cc3c(=O)n2C)c1
→ -1.5, 3.0
- O=c1ccc2nc3ccccc3sc-2c1
→ -0.9, 4.3
- C[C@@H]1CN([C@@H](C)CO)C(=O)CCCn2nncc2CO[C@H]1CN(C)CC1CC1
→ -0.7, 1.0
- Cc1cccc(NC(=O)c2cc(S(=O)(=O)N3CCCCC3)c[nH]2)c1
→ -0.1, 3.3
- Cc1cc(N2CCN(C(=O)OC(C)(C)C)C[C@H]2C)ccc1N1CC[C@@H](O)C1
→ ?, 2.1
- COCCn1c(SCC(=O)Nc2ccc(F)cc2F)nc2c(c1=O)SCC2
→ -0.5, 2.0
- O=C(/C=C/[C@H]1O[C@@H](n2ccc(=O)[nH]c2=O)[C@H](O)[C@@H]1O)N[C@@H](Cc1ccccc1)C(=O)O
→ 1.1, 1.2
- CC(C)c1cccc(C(C)C)c1NC(=O)c1ccc(-c2cc(Cl)ccc2Cl)o1
→ -1.8, 1.2
- CC1(C(=O)NS(=O)(=O)C2CC2)CCCN(C(=O)C2(c3ccc(Cl)cc3)CCCC2)C1 (stereo not drawn)
→ -0.6, 2.9

An excerpt from above in order of their number in Wnt act, lowest first.
Every second line gives: Wnt act, phage Ecoli inh
- COC(=O)[C@]12C[C@H](CC(=O)NCCCN3CCCC3=O)C(=O)N(CCC3=CCCCC3)C1=C[C@H](C(C)(C)C)O[C@@H]2C
→ -6.6, 2.2
- Nc1c(-c2ccc(F)cc2)nc2ncccn12
→ -1.8, 2.0
- COc1ccc(NC(=O)C[C@H]2C(=O)N(CCc3ccccc3)C[C@@H]2C)cc1
→ -1.3, 1.3
- Cc1onc(-c2ccccc2)c1C(=O)NCC1CCN(C(=O)C(=O)c2cccs2)CC1
→ -1.2, 1.3
- CCN(CC)c1ncnc2c1ncn2[C@H]1CN(Cc2ccccc2)C[C@@H](CO)O1
→ -1.1, -0.1
- C[C@@H]1CN([C@@H](C)CO)C(=O)CCCn2nncc2CO[C@H]1CN(C)CC1CC1
→ -0.7, 1.0
- CCc1cc2c(nc1CC)CCCN2S(=O)(=O)c1c(C)noc1C
→ 2.6, 3.3

The list continues:
Compound,Wnt act,phage Ecoli inh
COc1ccc(NC(=O)C2Cc3c(-c4ccc(Cl)cc4)ccnc3O2)cc1OC (stereo not drawn),-1.5,1.1
COc1ccc(CN2C(=O)c3ccccc3C2(C)c2nc3ccccc3[nH]2)cc1 (stereo not drawn),-1.6,1.8
O=C(Nc1nc2ccccc2s1)c1ccc2sc([C@H]3C[C@H](O)[C@@H](CO)O3)nc2c1,4.5,2.2
Cc1cccc(C(=O)OCC(=O)NCc2ccc(Cl)cc2)c1,-0.6,2.2
O=C(Nc1ccc2c(c1)OCO2)c1cc(C2CCCCN2C(=O)c2ccccc2)on1 (stereo not drawn),3.1,2.6
O=C(O)C(=Cc1ccnc2ccccc12)C(=O)O,-2.9,3.1

High-throughput results as filed in PubChem.
